Bioassay records: PubChem BioAssay, Sanford-Burnham Center for Chemical Genomics
TIM10 inh = TIM10 yeast growth inhibition; S. cerevisiae TIM10 strain growth, BacTiter-Glo luminescence, 24 h; inhibition, % at 10 µM; 330,000 tested, 1.4% active; AID 463195;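 active = inhibition of 40% or more at the single tested concentration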;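 note: wild-type TIM10 isogenic control strain grown at permissive 25 °C; 0% = DMSO yeast wells and 100% = minimal medium wells without yeast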
Mdm2 MdmX PPI = disrupts the human Mdm2-MdmX interaction. O15151+Q00987. SaOS-2 split-luciferase Mdm2/MdmX complementation, luminescence. inhibition, % at 8 µM. 330,000 tested, 3% active;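 active = inhibition of at least 50% at 8 µM in the primary screen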
tim23-1 inh = growth inhibitors of tim23-1 mutant yeast; AID 463212; inhibition, % at 20 µM; 330,000 tested, 1.3% active; S. cerevisiae tim23-1 growth, BacTiter-Glo luminescence, 24 h;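 active = growth inhibition of the mutant yeast at or above 50%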;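 note: temperature-sensitive mutant grown at 25 °C; plate controls were DMSO-treated mutant yeast for no effect and medium wells lacking yeast for full effect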
UPR XBP1 act = adaptive UPR (XBP1) activation; CHO-XBP1 luciferase reporter, IRE1-XBP1 UPR activation, luminescence; percent of tunicamycin response, DMSO as zero; activation, % at 20 µM; 330,000 tested, 0.33% active; AID 463104;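 active = versus positive control, 20 µM dose yields 30% or more activation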;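 note: 100% = tunicamycin at 10 µg/mL and 0% = DMSO only wells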
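Material: IRE1-XBP1 luciferase reporter CHO line / Quantity: one thousand reporter cells per well / Buffer or medium: F12 with 10% serum / Compound: 20 µM single concentration, DMSO 1% / Times: 6 h treatment, 37 °C / Detection: Steady-Glo luciferase glow luminescence, 10 min after reagent addition / Benchmarks: tunicamycin high, DMSO low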
CHOP UPR activ = activators of apoptotic arm of unfolded protein response (CHOP); CHO-CHOP luciferase reporter, UPR activation, luminescence; percent of tunicamycin response over DMSO baseline; activation, % at 10 µM; AID 449763; 330,000 tested, 0.34% active;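 active = at 10 µM dose, activation of 40% or more, normalized to positive control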;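 note: 100% = tunicamycin at 10 µg/mL and 0% = DMSO alone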
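Test system: CHO CHOP reporter cells. Input: 500 CHO-CHOP cells per well. Medium: F12 with 10% FBS. Technique: luciferase luminescence. Measure: percent activation relative to tunicamycin control. Dosing: 10 µM compound, 0.5% DMSO. Timing: 16-18 h cell attachment, then 6 h compound exposure, 37 °C.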
APJ antagonist = antagonists of human APJ apelin receptor | P35414 | CHO-K1 APJ beta-arrestin complementation, luminescence | inhibition, % at 20 µM | 330,000 tested, 0.32% active | AID 2521;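 active = inhibition above about 40% at 20 µM, limit read from the data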;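 note: cells challenged with 10 nM apelin-13 agonist together with compound; plate controls were apelin-13 plus DMSO wells for no effect and DMSO wells lacking apelin-13 for full effect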
Target sequence (P35414 whole entry, looked up): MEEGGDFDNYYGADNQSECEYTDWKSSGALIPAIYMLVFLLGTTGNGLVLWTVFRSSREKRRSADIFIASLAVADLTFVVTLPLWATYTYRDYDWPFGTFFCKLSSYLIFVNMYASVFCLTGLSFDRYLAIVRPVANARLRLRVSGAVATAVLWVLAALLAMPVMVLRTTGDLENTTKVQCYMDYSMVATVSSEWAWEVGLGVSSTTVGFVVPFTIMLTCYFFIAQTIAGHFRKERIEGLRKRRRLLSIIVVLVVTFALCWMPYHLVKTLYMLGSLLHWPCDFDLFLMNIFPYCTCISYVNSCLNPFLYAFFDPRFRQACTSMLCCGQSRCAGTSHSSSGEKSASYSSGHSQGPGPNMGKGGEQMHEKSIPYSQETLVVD
APJ agonist = activates the human apelin receptor APJ; CHO-K1 APJ PathHunter beta-arrestin, luminescence; 0% DMSO wells, 100% apelin; activation, % at 20 µM; 330,000 tested, 0.11% active; AID 2520;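 active = activation more than six SD over the plate average, tested at 20 µM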;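 note: 0% = DMSO alone and 100% = apelin-13 at 10 nM; some results filed as inactive read as strong as hits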
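Test system: CHO-K1 APJ beta-arrestin complementation cell line. Amount: cell density 1000 per well. Controls: DMSO negative, 10 nM Apelin-13 positive. Signal: luminescent beta-gal fragment complementation, chemiluminescent substrate. Read-out basis: agonist-driven arrestin binding to APJ. Timing: compound stimulation 90 min at 25 °C, detection 60 min.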
CXCR6 inh = blocks human CXCR6 beta-arrestin recruitment. CHO-K1 PathHunter CXCR6 beta-arrestin, luminescence. 360,000 tested, 0.36% active. O00574. inhibition, % at 20 µM; in the data active = inhibition above about 34%, passing the limit was not always enough;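 note: antagonist mode with CXCL16 agonist at 10 nM final; 0% = 10 nM CXCL16 with DMSO and 100% = unstimulated wells without agonist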
Target sequence (O00574 whole entry, looked up): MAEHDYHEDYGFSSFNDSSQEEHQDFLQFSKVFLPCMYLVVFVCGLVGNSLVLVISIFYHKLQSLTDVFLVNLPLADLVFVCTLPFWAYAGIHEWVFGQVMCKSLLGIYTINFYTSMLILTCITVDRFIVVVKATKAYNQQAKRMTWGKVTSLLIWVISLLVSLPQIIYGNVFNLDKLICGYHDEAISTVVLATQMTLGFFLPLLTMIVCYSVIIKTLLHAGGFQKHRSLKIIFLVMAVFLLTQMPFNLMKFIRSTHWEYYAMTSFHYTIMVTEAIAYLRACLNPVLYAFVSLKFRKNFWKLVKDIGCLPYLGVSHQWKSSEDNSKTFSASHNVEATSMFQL
tim10-1 inh = growth inhibitors of tim10-1 mutant yeast. inhibition, % at 20 µM. S. cerevisiae tim10-1 ts strain growth, BacTiter-Glo, 24 h. 330,000 tested, 2.2% active;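 active = inhibition of at least 40%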;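 note: mutant grown at 25 °C; 0% = DMSO wells with yeast and 100% = wells holding no yeast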
Starred values were filed as active, the others as inactive.

SMILES	TIM10 inh	Mdm2 MdmX PPI	tim23-1 inh	UPR XBP1 act	CHOP UPR activ	APJ antagonist	APJ agonist	CXCR6 inh	tim10-1 inh
COC(=O)C1=CN(c2ccc(Cl)cc2)C=C(C(=O)OC)C1c1ccc([N+](=O)[O-])cc1	3	26	28	-2	4.2	10	-6	9	21
O=C(COC(=O)/C=C/c1ccccc1)Nc1cc(C(F)(F)F)ccc1N1CCOCC1	11	28	-5	-1	-0.3	8	-4	-7	19
Cc1ccc(-c2ccccc2NC(=O)C2C3C=CC(C3)C2C(=O)O)o1 (configuration not stated)	-2	0	25	0	-1.1	9	-6	-3	20
CCOC(=O)C1Cn2c(nc3c(c2=O)C(C)(C)Cc2ccccc2-3)S1 (configuration not stated)	28	-22	23	-3	1.5	9	12	6	28
N#Cc1ccc(S(=O)(=O)N2CCN(CC(=O)NCC3(N4CCOCC4)CCCCC3)CC2)cc1	15	-22	-8	3	-0.3	-3	-4	2	-11
CC1=C(C(=O)Nc2ccccc2F)C(c2ccsc2)C2=C(CC(C)(C)CC2=O)N1 (configuration not stated)	-14	46	18	-4	-1.7	-3	-6	1	14
COc1cccc(C(=O)Nc2cccc(-c3nnc(-c4ccco4)o3)c2)c1	-7	39	29	3	4.5	-27	5	-17	14
CCCN(CCC)C(=O)Nc1cc(Cl)ccc1OC	-2	-1	32	-1	0.0	-22	-3	5	11
CCCCN1C(=O)C(O)(CC(=O)c2ccccc2OC)c2ccccc21 (configuration not stated)	11	17	22	-5	2.4	5	-2	-6	21
Clc1ccc(CON/C=N/c2ncnc3sccc23)cc1	12	15	-67	-3	0.4	3	-2	-6	7
O=S(=O)(Nc1nc2ccccc2nc1NCc1ccco1)c1ccc(F)cc1	15	-15	31	1	4.2	9	-2	-4	17
Cc1ccccc1Nc1cc(=O)oc2ccccc12	-2	30	-14	-5	-0.5	4	-3	-1	0
CCn1cc(C(=O)OCC(=O)NCc2ccccc2Cl)c(=O)c2ccc(C)nc21	-2	-5	14	1	0.8	15	0	3	-42
O=Cc1ccc(C(=O)OCC(=O)NCCC2=CCCCC2)cc1	2	-6	9	-2	-0.1	1	-7	-7	15
CC12CCC(=O)N1C(C(=O)NCc1ccccc1Cl)CS2 (configuration not stated)	5	-6	-1	-1	0.3	14	10	10	10
C=CC1CN(C(=O)OCC(Cl)(Cl)Cl)C2CC3c4ccc(OC)cc4NC3C3CC1C2CO3 (configuration not stated)	-3	57*	29	5	0.0	-16	-5	6	12
CCOC(=O)Cc1nc(-c2ccccc2)n[nH]1	3	5	-7	-1	2.1	2	-2	-1	5
CCOc1ccc(C2NC(=O)NC(C)=C2C(=O)OC)cc1C (configuration not stated)	-5	21	1	0	-3.8	6	1	-4	-15
COc1ccc(C(=O)N2CCNC(=O)C2CC(=O)Nc2ccc(C)cc2)cc1 (configuration not stated)	-1	4	3	-1	1.9	-6	-5	-16	7
Cc1cc(C)nc(SCC(=O)NN)n1	-4	-33	1	-2	-0.6	7	-2	4	2
CCOC(=O)c1nc2c(ccc3ccccc32)cc1C	15	-24	32	2	2.1	-7	-4	4	20
CS(=O)(=O)N1CCN(c2ccc(C(=O)NC3C4CC5CC(C4)CC3C5)cc2[N+](=O)[O-])CC1 (configuration not stated)	6	16	16	0	-1.0	-4	0	7	29
O=C1CC(c2ccsc2)Sc2ccccc2N1 (configuration not stated)	20	-16	13	-3	0.8	12	-1	5	8
COC(=O)c1ccc(COC(=O)CCC(=O)c2cccs2)cc1	-10	-1	16	3	3.8	3	-7	7	22
CC1CC(C)(C)NC(=S)N1CC(=O)NCc1ccc(F)cc1 (configuration not stated)	7	-20	-4	-3	-0.2	-2	-2	0	15
COc1ccc(/C=C(/C#N)C(=O)Nc2cccc([N+](=O)[O-])c2)cc1C(=O)O	0	9	22	-1	1.8	9	-2	-3	18
CCC1CCCCN1C(=O)CSc1nc2c(c(=O)n1C)SC(C)C2 (configuration not stated)	10	-8	17	1	-0.6	-4	-5	6	10
COc1ccccc1C1(CC(=O)N2CCOCC2)CCOC(C(C)C)C1 (configuration not stated)	16	-5	29	-2	0.7	2	-2	-2	29
CCCCN(Cc1cc2ccccc2[nH]c1=O)C(=O)c1ccccn1	-6	-12	4	2	-0.4	1	-1	-3	10
COc1cc2cnc(-c3ccccc3)c(-c3ccc([N+](=O)[O-])cc3)c2cc1OC	10	20	10	2	3.3	9	-1	0	6
O=C(O)C1=C(OCc2ccc(F)c(F)c2)C(=O)NCC1	4	3	-8	-2	0.5	18	0	6	-6
COc1ccc(C(=O)C2CCCN(Cc3cnc(N4CCCC4)s3)C2)cc1OC (configuration not stated)	-19	33	8	-1	0.1	11	1	2	10
CN(C)c1ccc(C(C[N+](=O)[O-])c2c(N)n(C)c(=O)n(C)c2=O)c(F)c1C#N (configuration not stated)	-11	48	31	-2	16	-9	-2	-2	-19
CSc1nnc(-c2ccc(C(F)(F)F)cn2)o1	1	6	-4	-4	2.5	15	-4	-7	-3
CN(C)S(=O)(=O)c1cccc(NC(=O)CSc2nc3ccccc3[nH]2)c1	-1	3	18	-2	2.4	-8	-2	-5	5
O=C(NCc1cccs1)c1ccc(CS(=O)Cc2cccc(Cl)c2)o1 (configuration not stated)	-1	-1	4	-3	3.2	7	1	-16	3
Cc1ccc(C(=O)OCC(=O)N2CCc3ccccc32)cc1	5	-85	15	1	3.2	7	7	-8	-14
COc1cc(C(=O)OCC(=O)N2CCC(Cc3ccccc3)CC2)cc(OC)c1OC	6	-5	8	-4	0.6	-53	1	5	15
Cc1cc(=O)oc2c1c(C)nn2-c1nn[nH]n1	3	16	3	3	-0.8	3	-6	-6	3
CC12CN3CC(C)(CN(C1)C3c1ccc3c(c1)OCO3)C2O (configuration not stated)	3	1	4	-2	-1.0	0	-6	0	10
CCCCOc1cccc(C(=O)Nc2ccc(NC(=O)c3ccco3)cc2)c1	-1	10	3	2	0.9	2	1	22	-16
CC(C)=CCCC(C)CN(C)CCc1ccccn1 (configuration not stated)	-9	-11	-7	1	-0.1	-2	-5	8	13
O=C(NCCc1nnc2ccc(SCC(=O)N3CCCC3)nn12)c1ccccc1	-6	15	-21	-6	-0.9	-40	-3	9	-14
O=C(NCC1CCCO1)C(c1cccs1)N(Cc1cccs1)C(=O)c1ccc(-c2ccccc2)[nH]1 (configuration not stated)	23	30	22	-6	-1.7	12	-3	14	27
N#Cc1cccc(CN2CCC(=O)N(CCO)CC2)c1	-5	-3	3	-2	0.8	13	4	-3	-22
Cc1ccc(N2C(=O)C(c3c(C)[nH]n(-c4ccccc4)c3=O)(C(F)(F)F)C3=C2CC(C)(C)CC3=O)cc1 (configuration not stated)	23	31	10	-3	0.8	4	-6	22	13
COc1cc(CN2CCCC(N3CCN(c4ccc(F)cc4)CC3)C2)ccc1F (configuration not stated)	4	10	-10	-1	-0.3	2	-2	1	2
COc1ccc(CCN(C)Cc2c(O)ccc3cc(Br)ccc23)cc1OC	21	12	21	2	2.8	2	-2	-6	33
COc1cccc(-c2coc3c(C)c4oc(=O)c(CC(=O)O)c(C)c4cc23)c1	24	-39	12	-2	1.1	11	-3	8	1
CN(/N=C\c1ccc(O)c(O)c1)c1nc(-c2ccccc2)cc(-c2ccccc2)n1	9	31	55*	66*	112*	-14	0	4	33

The results go on.
SMILES	TIM10 inh	Mdm2 MdmX PPI	tim23-1 inh	UPR XBP1 act	CHOP UPR activ	APJ antagonist	APJ agonist	CXCR6 inh	tim10-1 inh
Cc1ccc(S(=O)(=O)Nc2ccncc2)c(C)c1N(C)S(=O)(=O)c1ccc(Cl)cc1	5	-6	3	1	-0.2	-21	0	-1	18
Cc1ccc(SCc2cc(=O)[nH]c(/N=C(\N)Nc3cccc4ccccc34)n2)cc1	13	15	9	2	1.0	-21	-3	-6	18
Cn1c(NCCCN2CCOCC2)nc2c1c(=O)n(Cc1ccc(Cl)c(Cl)c1)c(=O)n2C	0	34	21	-2	0.9	-10	-2	7	25
CCOC(=O)N1CCN(CC(=O)c2c(C)[nH]c3ccccc23)CC1	7	-2	6	-4	-0.2	4	-1	8	-6
CCC(=O)Nc1nnc(/C=C/c2ccc(OC)cc2)s1	18	-22	27	3	6.5	0	1	-7	17
CCN(C(=O)COC(=O)CSc1ccc(C(N)=O)cc1[N+](=O)[O-])C1CCCCC1	12	21	8	-5	-2.2	9	-7	-3	14
CC1(C)OC(=O)N(c2ccccc2)C12C=Cc1c(ccc3ccccc13)O2 (configuration not stated)	23	11	-9	-3	-0.1	15	-5	-2	43*
CC(=O)Nc1ccc(S(=O)(=O)NCC(=O)OCC(=O)NC23CC4CC(CC(C4)C2)C3)cc1	-2	-3	1	0	0.0	-8	-1	8	-6
Cc1nc2nc(-c3ccccc3)[nH]n2c(=O)c1C	5	-24	-5	2	3.8	-9	-3	0	11
O=C(Nc1nnc(-c2ccncc2)o1)c1ccc(Br)s1	-16	-10	6	1	-0.6	4	-1	0	-2
COc1ccc(C(C#N)(CCC#N)CCC#N)cc1OC	5	-12	16	-1	0.8	4	1	2	0
O=C(CCNC(=O)c1ccccc1Cl)Nc1nnc(C2CC2)s1	14	-29	6	-1	-0.8	1	0	-1	-5
Cn1c(=O)cc(OCC(=O)NCCC2=CCCCC2)c2ccccc21	14	6	-1	3	0.6	3	-2	2	22
O=C(CNS(=O)(=O)c1ccccc1)Nc1ccc(C(F)(F)F)cc1	16	-11	-2	-2	-0.3	1	-3	-2	2
CC(=O)Nc1ccc(Oc2ccccc2)cc1	16	14	7	-1	-0.9	-5	0	-6	8
O=C(O)c1[nH]nc2c1COc1ccccc1-2	-17	19	-6	-1	-0.3	-10	-8	5	2
CCOc1ccc(C(=O)CN2CCN(S(=O)(=O)c3ccc(F)cc3)CC2)cc1	7	11	34	-3	0.0	0	-2	4	34

Looked up by structure from the entries so far, 6 records:
SMILES	TIM10 inh	Mdm2 MdmX PPI	tim23-1 inh	UPR XBP1 act	CHOP UPR activ	APJ antagonist	APJ agonist	CXCR6 inh	tim10-1 inh
CC(=O)Nc1ccc(Oc2ccccc2)cc1	16	14	7	-1	-0.9	-5	0	-6	8
CCOc1ccc(C(=O)CN2CCN(S(=O)(=O)c3ccc(F)cc3)CC2)cc1	7	11	34	-3	0.0	0	-2	4	34
O=C(O)c1[nH]nc2c1COc1ccccc1-2	-17	19	-6	-1	-0.3	-10	-8	5	2
Cn1c(=O)cc(OCC(=O)NCCC2=CCCCC2)c2ccccc21	14	6	-1	3	0.6	3	-2	2	22
O=C(CCNC(=O)c1ccccc1Cl)Nc1nnc(C2CC2)s1	14	-29	6	-1	-0.8	1	0	-1	-5
O=C(CNS(=O)(=O)c1ccccc1)Nc1ccc(C(F)(F)F)cc1	16	-11	-2	-2	-0.3	1	-3	-2	2

These rows are one share of the data (hit frequency here may not be typical).
